# Pf Dd2 inh: Plasmodium falciparum Dd2 growth inhibition. P. falciparum Dd2 growth, SYBR Green, 72 h. Potency, µM (top dose mostly 28.9 µM), without a hit: at the highest dose activity, negative = inhibition, hits mostly inhibitors. hit rate 4.3% among 120,000; active = well fitted inhibition curve with a large enough effect; inconclusive = small, poorly fitted or top-dose-only effect; inactive = no such curve, though single readings can be large or run the other way;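 also: plate controls were DMSO vehicle for no effect and reference drug for full effect; nearly all actives have a fitted effect of over 65% in size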
#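 Readout: SYBR Green fluorescence, 485 nm excitation, 535 nm emission, after ~16 h lysis at 37C. Before that, Dd2-infected red cells (2.5% hematocrit) grew 72 h with compound, 29 uM top final concentration.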
# Numbers without * were called inactive; i = inactive; ? = inconclusive; ! = not confirmed by another sample; [ ] = another dose, or the depositor's remark. Potency is read from the fitted curve at half-maximal effect.
SMILES,Pf Dd2 inh
Cc1ccccc1Cn1c2ccccc2c2cnn(CC(=O)NCCCc3ccccc3)c(=O)c21,?
COc1ccc(OCC2(C)COc3ccc(C(=O)NCCN4CCOCC4)cc3N2)cc1 (stereo not given),-11%[44.1 µM]
Cc1ncccc1C(=O)N1CCC(Oc2cnc3c(ccn3-c3cncnc3)c2)CC1,i
Cc1ccc(NS(=O)(=O)c2ccc(-c3cnc(C4CC4)o3)cc2)cc1N(C)C,13%
CC(C)CCNC(=O)CCn1c(=O)c2cccn2c2cccnc21,10%
O=C(NC1CCCCCC1)c1ccc(CS(=O)c2ccc(Br)cc2)o1 (stereo not given),6%
CC(=O)c1cccc(NC(=O)C(CC(C)C)NS(=O)(=O)c2ccc3c(c2)CCN3C(C)=O)c1 (stereo not given),-15%
O=C(O)COCC(=O)N[C@H]1CCN2C(=O)c3cc(-c4ccc(F)cc4F)ccc3NC(=O)[C@H]12,-7%
O=C1NCC2(CCCN(Cc3cc(=O)c4cccc(F)c4[nH]3)C2)O1 (stereo not given),12%
CCOc1ccc(NC(=O)Cn2nc3n(c2=O)CCN(Cc2ccccc2C)C3=O)cc1,6%
COc1ccc(CN2CCC3(CC2)CC(O)CCO3)c(OC)c1 (stereo not given),?
CCCN(CCC)C(=O)Cn1c(SCc2cccc(F)c2)nc2cccnc21,?
COCCNC(=O)c1ccc2c(c1)N(C)C(CC(=O)NCC(C)C)CO2 (stereo not given),12%
COCCN1C(=O)CS(=O)(=O)C12CCN(C(=O)c1ccc(F)c(F)c1)CC2,?
CCO[C@H]1CN(C(=O)CCc2nc3c(C)c(C)ccc3[nH]2)C[C@@H]1O,?

# 2 entries drawn at random from those above, as already listed:
SMILES,Pf Dd2 inh
COCCNC(=O)c1ccc2c(c1)N(C)C(CC(=O)NCC(C)C)CO2 (stereo not given),12%
CC(=O)c1cccc(NC(=O)C(CC(C)C)NS(=O)(=O)c2ccc3c(c2)CCN3C(C)=O)c1 (stereo not given),-15%

# The listing picks up; the four compounds before the break are reprinted first.
SMILES,Pf Dd2 inh
CCCN(CCC)C(=O)Cn1c(SCc2cccc(F)c2)nc2cccnc21,?
COCCNC(=O)c1ccc2c(c1)N(C)C(CC(=O)NCC(C)C)CO2 (stereo not given),12%
COCCN1C(=O)CS(=O)(=O)C12CCN(C(=O)c1ccc(F)c(F)c1)CC2,?
CCO[C@H]1CN(C(=O)CCc2nc3c(C)c(C)ccc3[nH]2)C[C@@H]1O,?
CN(C)c1cc(N2C[C@@H](CN3CCOCC3)C[C@H](CO)C2)ncn1,-13%
CN1CCC(N2CC[C@@H]3[C@H]2C(=O)NC[C@H](CCC(=O)N2CCOCC2)N3C)CC1,41%[activator][44.1 µM]
Cc1cccc(CSc2nc3ccncc3n2CC(=O)N(C)C2CCCCC2)c1,-9%
COc1ccc(-n2cnc3cccnc32)cc1OC,-6%[44.1 µM]
COc1ccccc1-c1nc2nccc(-c3cccnc3)n2n1,-9%
O=C([C@@H]1C[C@H](Oc2ccccc2)CN1C(=O)c1n[nH]c2ccccc12)N1CCOCC1,-7%
COc1ccc(OC)c(NS(=O)(=O)c2ccc(-c3cc(C)no3)s2)c1,52%[activator]
O=C1[C@H]2CNC[C@H]2C(=O)N1CCc1ccccc1,13%
Cc1ccc2c(CC(=O)Nc3cccc(C(F)(F)F)c3)coc2c1,-21%
COc1ccc(-c2nn(-c3ccccc3C)cc2CN(C)CCN2CCOCC2)cc1F,11µM*
CCC(=O)Oc1ccc(/C=C(\C#N)c2nc3ccccc3[nH]2)cc1OC,-12%
O=C(O)C1CCc2nnc(C3CCN(C(=O)c4ccc(F)cc4)CC3)n21 (stereo not given),14%
COc1cc(NC(=O)CC2C(=O)NCCN2C(C)C)ccc1NC(=O)C(C)(C)C (stereo not given),-6%
Cc1c(Cl)cccc1NC(=O)N1CCCC1c1nncn1-c1ccccc1 (stereo not given),-16%
CC(=O)N1CCC2(CC1)OC(=O)C(C)=C2C(=O)Nc1ccccc1C(F)(F)F,14%
COc1cc(NC(=O)c2cc3c(N4CCSCC4)nc(C)cn3n2)c(OC)cc1Cl,24%
O=C(CCN1CCCCO1)N1CCCC(CCc2ccc(F)c(F)c2)C1 (stereo not given),-19%
O=C(Nc1ccc2oc(-c3cccnc3)nc2c1)c1ccc(Br)cc1,?
COc1ccc(C)cc1NC(=O)NCc1cccn1Cc1ccccc1,?
Cc1cccc(Cn2c(CNS(=O)(=O)c3ccc(Cl)s3)nc3cccnc32)c1,?
COc1ccc(-c2cc3c(nc2OC)nc(CC2CC2)n3C)cc1OC,?
Cc1ccc(CN2CCN(C(=O)C3CCCN(C(=O)c4ccccc4)CCC(=O)NCC3)CC2)cc1 (stereo not given),-10%
CC1=C[C@@H](CNC(=O)COc2ccccc2)[C@H](C(C)C)C[C@H]1CC(=O)Nc1ccccn1,i
CC(=O)c1cccc(NC(=O)Cn2c(Nc3cc(C)cc(C)c3)nc(C)cc2=O)c1,-60%
COCCCNC(=O)N1C[C@@H]2CCCN3CCC[C@@H]([C@H]23)[C@H]1CCCC(=O)Nc1ccccc1,13%
COc1ccc(CCC(=O)N[C@@H](Cc2ccccc2)C(=O)N2CCCOCCNC(=O)CC2)cc1,-20%
C=CCNC(=O)N1CCC(O)(c2csc(CN3CCc4ccccc4C3)n2)CC1,?
NC1CCc2nn(CC(=O)NCCc3nc4ccccc4[nH]3)c(=O)n2CC1 (stereo not given),i
Cc1ccc(-n2c(Cc3ccccc3)nnc2SCc2nc(-c3cccs3)no2)cc1,?
CCOc1ccc(CNC(=O)c2c(C)sc3ccn(C)c(=O)c23)cc1,i

# A different layout for part of the listing above:
SMILES | Pf Dd2 inh
CCO[C@H]1CN(C(=O)CCc2nc3c(C)c(C)ccc3[nH]2)C[C@@H]1O | ?
CN(C)c1cc(N2C[C@@H](CN3CCOCC3)C[C@H](CO)C2)ncn1 | -13%

# Continued.
SMILES,Pf Dd2 inh
CC(=O)N1CCN(c2nc3c(F)cc(F)cc3s2)CC1,-6%
CN(C)c1ccc(Nc2nc3ccccc3n3nnnc23)cc1,7.9µM*
CC(=O)Nc1ccc(NC(=O)CCc2c(C)nc3c(c(C)nn3-c3ccccc3)c2C)cc1,15%
Cc1cc(-c2nc3ccncc3[nH]2)c(C)[nH]1,20µM*!
COc1ccc(NC(=O)c2ccc(-c3nc(CSc4ccccc4)c(C)o3)cc2)cc1OC,i
COCC(=O)N1CCN(S(=O)(=O)c2ccccc2)C[C@@H]1C(=O)N[C@H](Cc1cccnc1)C(=O)OC,-10%
Cc1ccccc1N(C)C1CN(C(=O)c2ccccc2)C1,?
COCCNC(=O)C(NC(=O)c1ccccc1)C1CCN(C(=O)c2ccccc2OC)CC1 (stereo not given),6%
Cc1ccc(Cl)cc1NC(=O)N1CCC(Oc2ncccc2C(=O)N2CCOCC2)C1 (stereo not given),i
CC(=O)c1c(C)nn(CC(=O)N2C[C@H](O)[C@@H](N3CCC(O)CC3)C2)c1C,11%
CC(NC(=O)CCSCc1ccccc1F)c1ccccc1 (stereo not given),5%
CCC(C)NC(=O)C1COC2(CCC(C)CC2)N1C(=O)c1ccccc1F (stereo not given),-16%
CC(C)c1noc(-c2cccn3c(CNC(=O)COc4ccc(F)cc4)nnc23)n1,?
CN1C(=O)c2cccn2CC1CNC(=O)c1n[nH]c(=O)c2ccccc12 (stereo not given),16%
CC(C)CC(=O)N1CCC2(CC1)CC(N(Cc1ccc(F)cc1)C1CC1)CCO2 (stereo not given),?
Nc1ncccc1CN1CCC(CO)(CN2CCCC2)CC1,?
CCOC(=O)C1=C(CS(=O)(=O)c2ccc(C)c(C)c2)NC(=O)NC1c1ccccc1OCC (stereo not given),-12%
CC1(C)C[C@H](NC(=O)c2ccccc2)[C@@]2(CCC(=O)NCc3ccco3)CC[C@](C)(O)C[C@@H]12,1%
CCn1cc(CN(C)C2CCc3nn(CC4CC4)c(=O)n3CC2)c(C)n1 (stereo not given),2%
CCCNC(=O)N(C1CCOCC1)C1CCN(C(=O)c2ccc(C)c(F)c2)CC1,175%[activator]
CCOC(=O)C1=C(C)N=C2SC=C(CC(=O)N3CCOCC3)N2C1c1ccccc1OC (stereo not given),i
O=C(c1ccccc1F)N1CCC(N2Cc3ccccc3C2=O)CC1,9%
CCCCN(CC)c1nc(-c2ccccc2F)nc2ccccc12,32%[activator][5.79 µM]
O=C(NCc1ccc(Cl)nc1)c1cn2c(n1)CN(C(=O)OCc1ccccc1)CC2,-6%
Cc1cc(C(=O)N2CCOC[C@H](Oc3ccc(S(C)(=O)=O)cc3)C2)c(C(F)(F)F)o1,-13%
COc1ccc(N2CC3(C2)CN(c2ccccc2)C(=O)O3)cc1OC,24%[44.1 µM]
CCOc1ccccc1NC(=O)N1CCCCCCN(C)C(=O)CC1,-24%
CCOC(=O)c1c(S(=O)(=O)NCC(=O)Nc2ccc(C)c(N(C)C)c2)c(C)n(C)c1C,6%
O=C(NCc1nnc2n1C(C(=O)NCc1ccc3c(c1)OCO3)CC2)C1CC1 (stereo not given),16%
COc1ccc(-n2nnc(-c3nc(-c4ccc5c(c4)OCO5)no3)c2C)cc1Cl,-10%
Clc1cccc(-c2nc3ccccn3c2Nc2ccc3c(c2)OCCO3)c1,?
COc1ccc(S(=O)(=O)NCCc2csc3nc(-c4cccc(C)c4)nn23)cc1F,1%
Cc1nc2c(C(=O)NCCc3ccc(Cl)cc3)cnn2c(C)c1Cc1c(F)cccc1Cl,-4%
O=C(C1CCCCC1)N(Cc1cccnc1)c1nc2c(F)cccc2s1,?
Cc1cnc(CC2CCN(C(=O)N(C)C)C2)n1Cc1ccccc1 (stereo not given),?
CN(Cc1ccccc1OC(F)(F)F)Cc1cccn1C,-10%[44.1 µM]
COc1ccccc1N1CCN([C@H]2[C@@H]3OC[C@@H](O3)[C@@H](NCc3ccncc3)[C@@H]2O)CC1,-7%[44.1 µM]
CCOC(=O)CNC(=O)N1[C@H](c2cccs2)[C@@H](C)C(=O)[C@@H](C)[C@@H]1c1cccs1,3%
O=C(C1CCC(=O)N(C2CCCCCC2)C1)N1Cc2ccccc2C1 (stereo not given),-12%
CC(=O)NC1(C)CCN(Cc2cnc(-c3ccccc3)s2)CC1,-8%[44.1 µM]
COc1ccc(NC(=O)c2c(OC)cc(=O)n3c2CCCC3)c(C)c1,8%
Cc1ccc(CN2CC[C@H](CNC(=O)C3CC3)[C@H](N(C)C)C2)o1,-15%
Cc1cc(CNC(=O)[C@@H]2CCC[C@@H](NC(=O)C3CCCC3)CN(C)C(=O)C2)no1,-14%[44.1 µM]
COC1CCC12CCN(Cc1ccc(C#N)cc1)CC2 (stereo not given),i
CCOC(=O)c1ccccc1NC(=O)c1c(-c2ccccc2)noc1C,10%
O=C(CCc1nc(CN2CCN(S(=O)(=O)c3ccc(F)cc3)CC2)no1)N1CCCCC1,17%[5.79 µM]
O=C(Cn1ccn2nc3c(c2c1=O)CCCC3)NCc1ccc2c(c1)OCO2,8%
CC(C)c1nc(-c2ccc(OC3CCNC3)cc2)no1 (stereo not given),i[5.79 µM]
CC1(C(=O)NCC2CCCO2)CCCc2cnc(Nc3ccccc3)nc21 (stereo not given),-11%[44.1 µM]
NC(=O)c1cccc(CN2CCC3(CC2)CC(c2ccccc2)=NO3)c1,?
CCc1ccccc1NC(=O)N1CCCC(Cn2c(C)nc3cccnc32)C1 (stereo not given),?
O=C(c1ccc(Br)o1)N1CCC(c2n[nH]c(=O)n2Cc2ccc(F)cc2)CC1,-6%
CCC(=O)N1CCc2c(C(=O)NCc3ccccc3F)cccc21,?
CCOc1ccc(C(=O)Nc2c(C(=O)c3ccccc3)oc3ccccc23)cc1,-8%
COc1ccccc1-c1ccnc2c(-c3ccc(Br)cc3)c(C)nn12,16%
COCCn1c(C)cnc1CCNC(=O)c1ccc(OC)nc1,-17%
O=C(NCc1ccc(F)cc1)N1C[C@@H](CN2CCOCC2)[C@@H](CO)C1,2%
O=C1NC(=NC2CCCC2)C2(CCN(Cc3cccnc3)CC2)N1c1cc(F)cc(F)c1,-68%
COc1ccc(CCNC(=O)c2c(C)noc2-c2ccccc2OC)cc1OC,i
O=C(O)CC1(CC(=O)N[C@H]2C[C@@](O)(C(=O)N[C@H]3CCCNC3=O)C[C@@H](O)[C@@H]2O)CCCC1,-22%
# Next section:
SMILES,Pf Dd2 inh
O=C1NCc2ccccc2CC12CCN(Cc1c[nH]c3ccccc13)C2 (stereo not given),?
O=C(CCSCc1ccc(Cl)cc1)N1CCN(c2ccccc2F)CC1,17%
CC(C)c1ccc(CN2CCc3ncc(C(=O)Nc4ccccc4)n3CC2)cc1,13µM*
COCCCNC(=O)c1cnc2c(-c3ccc(F)cc3)c(C)nn2c1C,3%
O=C(NCc1nnc2n1C(C(=O)N1CCN(c3ncccn3)CC1)CC2)C1CC1 (stereo not given),25%
COc1ccc(C(=O)N2CCc3nn(C)c(=O)n3CC2)cn1,66%[activator]
Cc1ccc(CN2CCC(c3nn(C)c(=O)n3Cc3ccccc3)CC2)o1,?
Cc1cnn(Cc2c(C(=O)NC3CCc4nnc(C)n4CC3)noc2C)c1 (stereo not given),2%
C[C@@H]1CN(C(=O)c2nc3sccn3c2CNC2(c3ccccc3)CC2)C[C@H](C)O1,-6%
Cc1ccccc1CN1CCc2nc(C(=O)Nc3ccccc3)oc2CC1,-15%[44.1 µM]
COc1nccnc1NC1CCNCC1,37%[activator][5.79 µM]
Cn1ncc2c(C(=O)NC3CC3)cc(-c3ccc(F)cc3)nc21,34%[activator]

# Another view of some results above.
Molecule | Pf Dd2 inh
CCOc1ccc(CNC(=O)c2c(C)sc3ccn(C)c(=O)c23)cc1 | i
O=C(C1CCC(=O)N(C2CCCCCC2)C1)N1Cc2ccccc2C1 (stereo not given) | -12%
CCOc1ccc(C(=O)Nc2c(C(=O)c3ccccc3)oc3ccccc23)cc1 | -8%
O=C1NCc2ccccc2CC12CCN(Cc1c[nH]c3ccccc13)C2 (stereo not given) | ?
Clc1cccc(-c2nc3ccccn3c2Nc2ccc3c(c2)OCCO3)c1 | ?

# Assay outcomes (PubChem)

# These rows are one share of the data (hit frequency here may not be typical).
